M1 ag parental: nonselective activator or artifact in parental CHO-K1 cells; actives 0.48% (n = 360,000); AID 602248; Fluo-8 calcium fluorescence; scaled to maximal ATP response, vehicle zero; activation, % at 3 µM; in the data active = activation above about 15%;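 also: untransfected CHO-K1 host cells lacking M1 receptor as counterscreen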
M1 PAM parental: counter-screen for M1 PAMs: effect in parental CHO-K1 cells; AID 602247; ATP EC20, Fluo-8 calcium fluorescence; 0% at ATP EC20, 100% at ATP max; activation, % at 3 µM; actives 0.02% (n = 360,000);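 active = activation above the run cutoff, the mean activation of all test compounds plus 3 SD, cut at about 40% in these data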;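 also: peak over basal fluorescence ratio in a 140 s read after ATP addition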
CHO-K1 Ca antag: counter-screen for M1 antagonists: effect in parental CHO-K1 cells. ATP-induced calcium, Fluo-8 fluorescence. inhibition, % at 3 µM. actives 0.6% (n = 360,000);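 active = inhibition above a per-plate cutoff, the plate's mean sample inhibition plus 3 SD, cut at about 24% in these data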;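 also: 0% = DMSO plus EC80 ATP and 100% = DMSO alone without ATP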
CHO parental Ca: counter-screen: ATP calcium response change in parental CHO cells; actives 0.63% (n = 330,000); parental CHO-K1, ATP-induced calcium, Fluo-8 fluorescence; inhibition, % at 5.6 µM;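 active = inhibition above that plate's mean sample inhibition plus 3 SD, cut at about 26% in these data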;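 also: 0% = ATP-challenged DMSO wells and 100% = DMSO wells without ATP; some compounds past the cut are filed as inactive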
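Test system: untransfected parental CHO cell line. Compound: one dose, 5.6 µM nominal. Detection: intracellular calcium via Fluo-8 no-wash fluorescent dye. Measure: % inhibition. Benchmarks: ATP-challenged DMSO wells low, unchallenged DMSO wells high.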
V1R ag counter: V1a receptor agonism, counter-screen for OXTR agonists. CHO-V1R cells, Fluo-8 calcium fluorescence, agonist mode; 0% DMSO, 100% 3 nM vasopressin. activation, % at 3 µM. actives 0.25% (n = 320,000). AID 2797;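 active = activation above the mean activation of all tested compounds plus 3 SD, per screening run, cut at about 20% in these data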;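 also: signal is peak over basal fluorescence ratio across a 100 second FLIPR read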
Target sequence (P37288 whole entry, looked up): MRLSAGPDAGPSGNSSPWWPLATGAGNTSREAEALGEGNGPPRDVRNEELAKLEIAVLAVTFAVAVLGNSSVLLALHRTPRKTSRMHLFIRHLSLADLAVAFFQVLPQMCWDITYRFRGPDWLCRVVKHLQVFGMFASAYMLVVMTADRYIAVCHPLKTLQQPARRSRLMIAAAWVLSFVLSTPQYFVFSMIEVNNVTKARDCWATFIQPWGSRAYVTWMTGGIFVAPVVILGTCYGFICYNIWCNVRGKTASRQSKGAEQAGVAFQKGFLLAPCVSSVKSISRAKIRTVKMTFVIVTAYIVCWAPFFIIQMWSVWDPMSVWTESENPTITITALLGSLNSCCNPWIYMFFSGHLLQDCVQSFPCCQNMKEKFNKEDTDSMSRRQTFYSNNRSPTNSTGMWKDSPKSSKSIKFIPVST
TAAR1 antagonist: antagonists of human TAAR1; AID 624466; CHO RD-HGA16 TAAR1, Fluo-8 calcium fluorescence, antagonist; inhibition, % at 3 µM; actives 1.5% (n = 360,000);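 active = inhibition above a per-plate cutoff, the mean inhibition of test compounds on that plate plus 3 SD, cut at about 49% in these data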;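 also: 0% = DMSO plus EC80 beta-PEA response and 100% = DMSO alone without agonist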
Target sequence (Q96RJ0 whole entry, looked up): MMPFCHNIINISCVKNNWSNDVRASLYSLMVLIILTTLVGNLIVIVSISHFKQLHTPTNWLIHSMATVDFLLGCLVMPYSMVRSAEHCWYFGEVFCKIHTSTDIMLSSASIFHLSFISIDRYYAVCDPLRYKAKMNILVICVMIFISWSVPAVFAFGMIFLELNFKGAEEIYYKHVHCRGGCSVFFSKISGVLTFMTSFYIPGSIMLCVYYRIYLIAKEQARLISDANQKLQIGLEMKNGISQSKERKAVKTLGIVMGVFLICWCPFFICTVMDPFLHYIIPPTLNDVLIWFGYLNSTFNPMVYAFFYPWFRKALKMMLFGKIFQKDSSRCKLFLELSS
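Test system: CHO RD-HGA16 cells bearing hTAAR1 | Reagent: β-PEA, EC80 | Compound dosing: 3 µM, single point | Schedule: Dye loading 75 min at 37 °C, then 30 min room temperature | Signal: Calcium fluorescence with Fluo-8 | Evaluation: Percent inhibition of PEA-evoked calcium signal, max/basal emission ratio | Control set: DMSO-only wells and EC80 β-PEA-stimulated wells | Repeats: Singlicate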
GPR7 antag: antagonists of human GPR7 (neuropeptides B/W receptor 1). P48145. GPR7-expressing cells, fluorescence antagonist assay. inhibition, % at 4.4 µM. actives 1.1% (n = 290,000); in the data active = inhibition above about 16%, passing the limit was not always enough;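 also: cells stimulated with the agonist NPW; 0% = agonist with vehicle and 100% = vehicle without agonist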
Target sequence (P48145 whole entry, looked up): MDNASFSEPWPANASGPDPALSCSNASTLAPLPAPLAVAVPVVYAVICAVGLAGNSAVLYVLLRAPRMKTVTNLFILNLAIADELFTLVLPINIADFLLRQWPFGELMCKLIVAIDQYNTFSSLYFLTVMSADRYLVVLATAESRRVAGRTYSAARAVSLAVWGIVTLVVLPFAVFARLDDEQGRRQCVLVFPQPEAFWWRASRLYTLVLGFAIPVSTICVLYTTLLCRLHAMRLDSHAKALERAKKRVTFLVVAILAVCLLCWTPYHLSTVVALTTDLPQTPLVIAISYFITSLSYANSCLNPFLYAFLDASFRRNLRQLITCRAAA
OXTR ag: human OXTR agonism | actives 0.32% (n = 320,000) | activation, % at 3 µM | CHO-OTR cells, Fluo-8 calcium fluorescence; normalized: DMSO 0%, oxytocin 100% | AID 2435 | P30559;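 active = activation above the mean of all tested compounds plus 3 SD, cutoff set per screening run, cut at about 20% in these data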;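 also: peak over basal fluorescence ratio from a 100 s FLIPR kinetic read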
OXTR potentiate: potentiators of human oxytocin receptor; actives 0.061% (n = 320,000); activation, % at 3 µM; CHO-OTR cells, Fluo-8 calcium fluorescence, potentiator mode; 0% = oxytocin EC15, 100% = EC100; P30559; AID 2445;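 active = activation above that plate's cutoff, the mean activation of tested compounds plus 3 SD, cut at about 6.6% in these data, passing the limit was not always enough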;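 also: 100% uses oxytocin at 75 nM as the full agonist control; some results filed as inactive read as strong as hits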
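Assay system: CHO cell line stably expressing human OTR | Also added: Oxytocin at about EC15, sub-maximal agonist stimulus | Times: Compound 6 min at room temperature before oxytocin, 100 s read | Measured by: Fluo-8 intracellular calcium fluorescence, ex 470-495, em 515-575 nm | Controls: EC15 oxytocin alone as 0%, 75 nM oxytocin as 100%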
* marks the source's active call; other numbers are inactive results.

COc1ccc(NC(=O)CSc2nnnn2-c2ccc(OC)cc2)cc1 was read as M1 ag parental 1.2, M1 PAM parental -1, CHO-K1 Ca antag 1, CHO parental Ca 14, V1R ag counter 0.6, TAAR1 antagonist -4, GPR7 antag 2, OXTR ag 2.5 and OXTR potentiate -11.
`Cc1ccc(N(C(=O)c2snc(C(N)=O)c2N)C(C(=O)NCC2CCCO2)c2ccc(C)o2)c(C)c1` (stereo unspecified) gave M1 ag parental 1.1, M1 PAM parental 5, CHO-K1 Ca antag -20, CHO parental Ca -27, V1R ag counter -0.5, TAAR1 antagonist 7, GPR7 antag -14, OXTR ag -0.3 and OXTR potentiate -11.
Screening CSCCC(NS(=O)(=O)c1ccccc1)C(=O)Nc1nccs1 (stereo unspecified) returned M1 ag parental 0.0, M1 PAM parental -19, CHO-K1 Ca antag 7 and TAAR1 antagonist -25.
`Cc1nnc(NC(=O)Nc2ccc(Cl)c(Cl)c2)s1` gave M1 ag parental 1.0, M1 PAM parental 11, CHO-K1 Ca antag 2, CHO parental Ca -5, V1R ag counter 7.2, TAAR1 antagonist 6, GPR7 antag 14, OXTR ag 8.1 and OXTR potentiate -17.
CC(NS(=O)(=O)c1ccccc1Cl)C1CC2CCC1C2 (stereo unspecified) was read as M1 ag parental 0.2, M1 PAM parental 15, CHO-K1 Ca antag -19, CHO parental Ca -20, V1R ag counter 2.0, TAAR1 antagonist 10, GPR7 antag -10, OXTR ag -1.8 and OXTR potentiate -2.
For CC(=O)N1CCN(C(=O)C2(NC(=O)Nc3cccc(F)c3)CCCCC2)CC1 the results were M1 ag parental 1.1, M1 PAM parental 14, CHO-K1 Ca antag -17, CHO parental Ca -14, V1R ag counter 0.7, TAAR1 antagonist -12, GPR7 antag 0, OXTR ag 0.3 and OXTR potentiate -2.
`CC1=C(C(=O)OCc2ccccc2)C(c2cccnc2)n2nnnc2N1` (stereo unspecified) gave M1 ag parental 0.3, M1 PAM parental 3, CHO-K1 Ca antag 2, CHO parental Ca -6, V1R ag counter 0.5, TAAR1 antagonist -14, GPR7 antag 4, OXTR ag -0.1 and OXTR potentiate -3.
Screening O=C(c1ccc(F)cc1)C1CCN(C(=O)c2ccc(F)cc2)CC1 returned M1 ag parental 2.3, M1 PAM parental 5, CHO-K1 Ca antag 1, CHO parental Ca 1, V1R ag counter 4.0, TAAR1 antagonist 1, GPR7 antag 12, OXTR ag 1.7 and OXTR potentiate -16.
`COC(=O)c1c(NC(=O)CN2CCC3(O)CCCCC3C2c2ccccc2OC)sc(C)c1C` (stereo unspecified) gave M1 ag parental -0.1, M1 PAM parental 15, CHO-K1 Ca antag -1, CHO parental Ca -39, V1R ag counter 1.1, TAAR1 antagonist -13, GPR7 antag 8, OXTR ag -1.6 and OXTR potentiate -1.
Screening CC(C)CN(C(=O)COC(=O)c1ccc(Cl)nc1)c1c(N)n(Cc2ccccc2)c(=O)[nH]c1=O returned M1 ag parental 2.3, M1 PAM parental 2, CHO-K1 Ca antag 2, CHO parental Ca -22, V1R ag counter 1.6, TAAR1 antagonist 4, OXTR ag 1.0 and OXTR potentiate 2.
Screening CCN(CC)S(=O)(=O)c1cccc(C(=O)NNC(=O)c2ccc3[nH]c(=O)c(=O)[nH]c3c2)c1 returned M1 ag parental 0.7, M1 PAM parental 6, CHO-K1 Ca antag 6, CHO parental Ca -8, V1R ag counter 0.8, TAAR1 antagonist 2, GPR7 antag -15, OXTR ag -0.1 and OXTR potentiate -1.
Cc1cnc(C(=O)N2CCN(S(=O)(=O)c3ccc(F)c(F)c3F)CC2)cn1 was read as M1 ag parental 0.6, M1 PAM parental 13, CHO-K1 Ca antag -9, CHO parental Ca -7, V1R ag counter 1.9, TAAR1 antagonist -4, OXTR ag 1.5 and OXTR potentiate -1.
For Cc1ccc(OCc2cc(C(=O)N(C)Cc3cnc4ccccn34)no2)cc1C the results were M1 ag parental 14, M1 PAM parental 6, CHO-K1 Ca antag -8, CHO parental Ca 0, V1R ag counter 14, TAAR1 antagonist 21, GPR7 antag 6, OXTR ag 12 and OXTR potentiate -10.
`Cc1ccccc1-c1nc(CS(=O)(=O)CC(=O)NCc2ccc(F)cc2)c(C)o1` gave M1 ag parental 1.6, M1 PAM parental 5, CHO-K1 Ca antag -5, CHO parental Ca -15, V1R ag counter 3.6, TAAR1 antagonist 4, GPR7 antag 6, OXTR ag 1.6 and OXTR potentiate -8.
COC(=O)CCC(=O)OC1(C)C(=O)C=C2C=C(C3CC3)N(CC3CC3)C=C2C1=O (stereo unspecified) was read as M1 ag parental 0.6, M1 PAM parental 14, CHO-K1 Ca antag -12, CHO parental Ca -16, V1R ag counter 1.8, TAAR1 antagonist -16, OXTR ag 2.4 and OXTR potentiate -2.
Screening CCOC(=O)C1(CC2CC2)CCN(Cc2ccc(O)c(Cl)c2)CC1 returned CHO parental Ca -14, V1R ag counter 3.5, GPR7 antag -6, OXTR ag 2.6 and OXTR potentiate -11.
COc1cc(OC)c(C(=O)C=Cc2ccc(OC)c(OC)c2)c(OC)c1 was read as M1 ag parental -0.4, M1 PAM parental -7, CHO-K1 Ca antag -5 and TAAR1 antagonist 6.
Screening Cc1cccc(C)c1NC(=O)N1CCC(c2nc3ccccc3o2)CC1 returned M1 ag parental 1.2, M1 PAM parental -8, CHO-K1 Ca antag -8, CHO parental Ca -13, V1R ag counter 0.7, TAAR1 antagonist 3, GPR7 antag 7, OXTR ag 1.1 and OXTR potentiate 4.
COc1ccccc1-n1cnc2cc(C(=O)NCCCN3CCOCC3)ccc21 was read as M1 ag parental 0.4, M1 PAM parental -8, CHO-K1 Ca antag -5, CHO parental Ca -14, V1R ag counter 0.9, TAAR1 antagonist 10, GPR7 antag 3, OXTR ag 0.6 and OXTR potentiate -6.
O=C(COc1cccnc1[N+](=O)[O-])Nc1ccc(Cl)cc1F was read as M1 ag parental 0.1, M1 PAM parental 3, CHO-K1 Ca antag -2, CHO parental Ca -11, V1R ag counter 0.6, TAAR1 antagonist 1, OXTR ag 2.5 and OXTR potentiate -9.

Continued; it opens with the three that closed the last part.
Screening Cc1cccc(C)c1NC(=O)N1CCC(c2nc3ccccc3o2)CC1 returned M1 ag parental 1.2, M1 PAM parental -8, CHO-K1 Ca antag -8, CHO parental Ca -13, V1R ag counter 0.7, TAAR1 antagonist 3, GPR7 antag 7, OXTR ag 1.1 and OXTR potentiate 4.
COc1ccccc1-n1cnc2cc(C(=O)NCCCN3CCOCC3)ccc21 was read as M1 ag parental 0.4, M1 PAM parental -8, CHO-K1 Ca antag -5, CHO parental Ca -14, V1R ag counter 0.9, TAAR1 antagonist 10, GPR7 antag 3, OXTR ag 0.6 and OXTR potentiate -6.
O=C(COc1cccnc1[N+](=O)[O-])Nc1ccc(Cl)cc1F was read as M1 ag parental 0.1, M1 PAM parental 3, CHO-K1 Ca antag -2, CHO parental Ca -11, V1R ag counter 0.6, TAAR1 antagonist 1, OXTR ag 2.5 and OXTR potentiate -9.
`CCOC(=O)c1[nH]c2ccccc2c1NC(=O)c1ccc(S(=O)(=O)N2CCCC2)cc1` gave M1 ag parental 3.4, M1 PAM parental -2, CHO-K1 Ca antag 16, CHO parental Ca -12, V1R ag counter 0.3, TAAR1 antagonist 31, GPR7 antag 0, OXTR ag 1.5 and OXTR potentiate -7.
For Cc1cc(NC(=O)c2ccc(Cl)cc2)cc(C)c1OCC(=O)N1CCOCC1 the results were M1 ag parental 1.7, M1 PAM parental 6, CHO-K1 Ca antag 0, CHO parental Ca -8, V1R ag counter 3.2, TAAR1 antagonist -1, GPR7 antag 16, OXTR ag 1.6 and OXTR potentiate -4.
Cn1nccc1-c1ccc(C(=O)NCc2ccco2)c2occc12 was read as M1 ag parental 0.4, M1 PAM parental -7, CHO-K1 Ca antag 17 and TAAR1 antagonist -2.
`O=C(Cc1c[nH]c2ccccc12)Nc1cccc(S(=O)(=O)N2CCCCC2)c1` gave CHO parental Ca -4, V1R ag counter -0.7, GPR7 antag -2, OXTR ag 0.3 and OXTR potentiate -6.
CCC(Sc1nc2ccccc2o1)C(=O)O (stereo unspecified) was read as M1 ag parental -0.2, M1 PAM parental -7, CHO-K1 Ca antag -11, CHO parental Ca -1, V1R ag counter -0.2, TAAR1 antagonist -22, GPR7 antag -11, OXTR ag 0.4 and OXTR potentiate -3.
Screening Cc1cccc(COC[C@H](Cc2ccccc2)N2CCN(C(=O)c3cc(Cl)cc(Cl)c3)CCC2=O)c1 returned M1 ag parental 0.2, M1 PAM parental -2, CHO-K1 Ca antag -9 and TAAR1 antagonist 14.
CC(=O)NCCC(=O)N(Cc1ccccc1)c1nc2c(C)cccc2s1 was read as M1 ag parental 0.4, M1 PAM parental 13, CHO-K1 Ca antag -2, CHO parental Ca -25, V1R ag counter 1.3, TAAR1 antagonist -8, GPR7 antag 0, OXTR ag 1.6 and OXTR potentiate -11.
For COc1ccccc1-c1cc(C(=O)Nc2ccccc2SC)no1 the results were M1 ag parental 0.3, M1 PAM parental 12, CHO-K1 Ca antag -10, CHO parental Ca -10, V1R ag counter 1.2, TAAR1 antagonist 9, GPR7 antag -11, OXTR ag -0.4 and OXTR potentiate -8.
C=CCN(C(=O)CSc1nc2ccsc2c(=O)n1Cc1ccccn1)c1ccccc1 was read as M1 ag parental 1.8, M1 PAM parental -7, CHO-K1 Ca antag -13, CHO parental Ca -20, V1R ag counter 0.6, TAAR1 antagonist -4, GPR7 antag 12, OXTR ag -0.3 and OXTR potentiate -14.
For CCOC(=O)[C@@H]1[C@H]2COc3ccc(Br)cc3[C@@H]2N2C(=O)N(c3ccc(Br)cc3)C(=O)[C@@]12C the results were M1 ag parental 0.1, M1 PAM parental 15, CHO-K1 Ca antag -7, CHO parental Ca -22, V1R ag counter -0.2, TAAR1 antagonist -12, OXTR ag -0.3 and OXTR potentiate -3.
For CSCCC(NS(=O)(=O)c1cccs1)C(=O)NCc1ccccc1 (stereo unspecified) the results were M1 ag parental 2.1, M1 PAM parental 15, CHO-K1 Ca antag -1, CHO parental Ca -10, V1R ag counter 0.2, TAAR1 antagonist 7, GPR7 antag -9, OXTR ag -0.5 and OXTR potentiate -4.
For CCOC(=O)c1c(NC(=O)COC(=O)c2ccc(O)cc2)sc(C(=O)NC)c1C the results were M1 ag parental 2.4, M1 PAM parental 10, CHO-K1 Ca antag -17, CHO parental Ca -14, V1R ag counter 4.5, TAAR1 antagonist 47, OXTR ag 2.3 and OXTR potentiate -5.
`COc1ccc(CCC(=O)N2CCN(C3CCCCC3)CC2)cc1` gave M1 ag parental 0.3, M1 PAM parental 6, CHO-K1 Ca antag -3, CHO parental Ca -9, V1R ag counter 0.7, TAAR1 antagonist -5, GPR7 antag -1, OXTR ag 0.1 and OXTR potentiate -2.

Screens: PubChem, The Scripps Research Institute Molecular Screening Center
